Screening data from PubChem BioAssay.
CSN deneddyl inh: inhibitors of CSN-mediated cullin deneddylation, primary screen, biochemical, fluorescence polarization, uHTS; 0.38% of 360,000 active; Purified CSN, SCF-Nedd8-OG deneddylation; AID 651999, 2013; COP9 signalosome complex subunit 5 (Homo sapiens), Q92905; inhibition, % at 12.5 µM;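 active = pattern-corrected inhibition above about 35%, with an unprinted fluorescence ratio check between 0.5 and 1.5, limit read from the data, passing the limit was not always enough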;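 also: 0% = enzyme with substrate and 100% = substrate without enzyme; some results filed as inactive read as strong as hits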
Target sequence (Q92905 whole entry, looked up, one chain of several): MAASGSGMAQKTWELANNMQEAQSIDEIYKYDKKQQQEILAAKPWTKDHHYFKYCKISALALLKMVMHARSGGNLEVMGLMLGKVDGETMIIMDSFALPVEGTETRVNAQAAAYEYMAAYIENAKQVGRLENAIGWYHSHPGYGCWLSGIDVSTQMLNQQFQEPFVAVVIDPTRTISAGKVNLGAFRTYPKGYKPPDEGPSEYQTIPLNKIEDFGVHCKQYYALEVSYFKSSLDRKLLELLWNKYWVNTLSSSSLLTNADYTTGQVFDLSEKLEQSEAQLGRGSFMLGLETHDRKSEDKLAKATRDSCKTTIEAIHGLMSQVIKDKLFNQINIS
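Material: purified human Csn5 enzyme expressed in HEK293T cells / Medium: Tris buffer pH 7.5, NaCl, DTT, Tween-20, trehalose, ovalbumin / Compound dosing: 12.5 µM single point / Schedule: 90 min incubation of compound, enzyme and substrate at room temperature / Signal: fluorescence polarization of the substrate / Control set: no-enzyme wells high, enzyme-with-substrate wells low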
DNMT1 block: human DNMT1 methyltransferase inhibitors, primary screen, biochemical, molecular beacon, fluorescence, HinP1I cleavage, uHTS. 0.83% of 360,000 active. inhibition (reported as % activation of signal), % at 10 µM. AID 588458, 2011; in the data active = inhibition above about 50%
Rpn11 block: Rpn11 (PSMD14) deubiquitinase inhibitors, primary screen, biochemical, fluorescence polarization, uHTS; 26S proteasome non-ATPase regulatory subunit 14 (Homo sapiens), O00487; human 26S proteasome, Ub4-pepOG fluorescence polarization; 20S core pre-blocked with epoxomicin; calls only at 20 µM; 0.59% of 360,000 active; AID 588493, 2011;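 active = inhibition at 20 µM, scaled to each plate's controls, above about 33%, limit read from the data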
Tb MetRS inh: T. brucei MetRS inhibitors, primary screen, biochemical, luminescence; 0.4% of 360,000 active; inhibition, % at 11.9 µM; purified T. brucei MetRS, ATP depletion, Kinase-Glo luminescence;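 active = inhibition above a per-plate cutoff of the control wells' mean inhibition plus 3 SD, cut at about 5.5% in these data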;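 also: 0% = DMSO wells median and 100% = median of wells with control inhibitor compound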
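technique = Kinase-Glo luminescence, ATP depletion format | system = purified MetRS (methionyl-tRNA synthetase) enzyme from Trypanosoma brucei | timing = 15 min preincubation, 2 h reaction, all 25 °C | evaluation = percent inhibition versus plate control medians | dosing = single dose, 11.9 µM final nominal, 0.9% final DMSO | also added = substrates ATP, L-methionine and bulk Escherichia coli tRNA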
Scp-1 inhibitor: Scp-1 phosphatase inhibitors, primary screen, biochemical, colorimetric, uHTS; Carboxy-terminal domain RNA polymerase II polypeptide A small phosphatase 1 (Homo …; Recombinant Scp1, phosphopeptide, malachite green phosphate absorbance; inhibition, % at 20 µM; 0.88% of 340,000 active; AID 493091, 2011;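 active = inhibition above about 50% at 20 µM, limit read from the data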;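 also: plate controls were DMSO wells with enzyme for no effect and wells lacking enzyme for full effect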
Target sequence (Q9GZU7 76-261 limits assumed): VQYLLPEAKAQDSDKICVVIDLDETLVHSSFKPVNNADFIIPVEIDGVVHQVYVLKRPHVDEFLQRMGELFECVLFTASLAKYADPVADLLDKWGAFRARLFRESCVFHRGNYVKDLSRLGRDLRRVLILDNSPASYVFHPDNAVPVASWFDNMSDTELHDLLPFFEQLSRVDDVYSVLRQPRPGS
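Test system: SCP-1 phosphatase catalytic domain, residues 76-261 | Compound dosing: One concentration, 20 µM, with 1.0% DMSO | Schedule: 45 min room-temperature reaction, 5 min colour, 30 min stabiliser | Detection: Absorbance at 630 nm | Read-out basis: % inhibition of SCP-1 phosphate liberation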
PABP1 MLLE inh: inhibitors of PABP1 MLLE–PAM2 peptide binding, primary screen, biochemical, fluorescence polarization, FITC-PAM2, GST-MLLE. Polyadenylate-binding protein 1 (Homo sapiens), P11940. inhibition, % at 20 µM. 0.36% of 360,000 active; in the data active = inhibition above about 35%, passing the limit was not always enough;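 also: plate controls were DMSO wells with GST-MLLE for no effect and wells lacking GST-MLLE protein for full effect; some results filed as inactive read as strong as hits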
LMPTP inh: LMPTP phosphatase inhibitors, primary screen, biochemical, fluorescence intensity, uHTS; Low molecular weight phosphotyrosine protein phosphatase (Homo sapiens), P24666; recombinant LMPTP-A, OMFP fluorogenic substrate; inhibition, % at 20 µM; 0.22% of 360,000 active; AID 651560, 2012;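 active = compounds that cut the enzyme signal by at least half of the control window in the single-dose screen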;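 also: plate controls were DMSO wells with enzyme plus substrate for no effect and substrate without enzyme for full effect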
Target sequence (P24666 whole entry, looked up): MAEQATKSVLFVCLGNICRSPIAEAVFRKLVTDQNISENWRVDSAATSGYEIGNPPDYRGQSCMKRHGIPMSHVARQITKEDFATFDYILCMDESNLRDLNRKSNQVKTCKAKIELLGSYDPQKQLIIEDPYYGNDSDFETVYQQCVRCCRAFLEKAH
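Test system: LMPTP-A phosphatase enzyme; input: 0.625 nM LMPTP-A final; reagent: OMFP substrate, 400 µM final; compound dosing: 20 µM single dose, 3% DMSO; incubation: 50 min dark incubation at room temperature; measured by: endpoint fluorescence intensity from OMFP dephosphorylation; measure: % inhibition relative to no-enzyme and uninhibited control wells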
NadD block: inhibitors of S. aureus NadD, primary screen, biochemical, colorimetric, uHTS | Nicotinate-nucleotide adenylyltransferase NadD (Staphylococcus aureus N315) | purified NadD enzyme, colorimetric absorbance read-out | inhibition, % at 20 µM | 0.78% of 360,000 active | AID 602399, 2012; in the data active = inhibition above about 26%; also: some compounds past the cut are filed as inactive
SUMO1 PPI mod: modulators of SUMO1 protein-protein interactions, primary screen, biochemical, uHTS. AID 602429, 2012. SUMO1 binding to a labelled peptide, TR-FRET, 1 h. inhibition, % at 20 µM. Small ubiquitin-related modifier 1 (Homo sapiens), P63165. 0.33% of 360,000 active; in the data active = inhibition above about 37%
Target sequence (P63165 whole entry, looked up): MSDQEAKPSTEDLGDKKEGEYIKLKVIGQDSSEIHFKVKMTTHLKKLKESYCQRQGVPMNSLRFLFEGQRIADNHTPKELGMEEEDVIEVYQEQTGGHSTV
STEP block: STEP phosphatase inhibitors, primary screen, biochemical, fluorescence intensity, uHTS; Tyrosine-protein phosphatase non-receptor type 5 (Homo sapiens), P54829; recombinant STEP, OMFP fluorogenic substrate; inhibition, % at 20 µM; 0.25% of 360,000 active;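 active = inhibition at 20 µM, scaled per plate between control wells, above about 37%, limit read from the data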;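 also: 0% = DMSO with enzyme and substrate and 100% = substrate only without enzyme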
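Assay system: isolated STEP enzyme. Buffer or medium: pH 6.0 Bis-Tris with DTT and Tween 20. Also added: fluorogenic phosphatase substrate OMFP at 25 µM final. Dosing: 20 µM, 1% DMSO. Timing: 20 min reaction, room temperature, in the dark. Measured by: fluorescence intensity, excitation 480 nm, emission 540 nm. Evaluation: normalized % inhibition.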
Starred values were filed as active, the others as inactive; i = inactive; / = no result given.

SMILES	CSN deneddyl inh	DNMT1 block	Rpn11 block	Tb MetRS inh	Scp-1 inhibitor	PABP1 MLLE inh	LMPTP inh	NadD block	SUMO1 PPI mod	STEP block
COc1ccc(C2/C=C\CN(C(=O)Oc3ccccc3)CC(=O)N2Cc2ccc(F)cc2)cc1 (stereo not drawn)	-2.6	0.7	i	0.3	-8.1	4.7	0.8	-5.4	1.2	1.4
COc1ccc(CCNC(=O)C2CCN(S(=O)(=O)c3cccc4cccnc34)CC2)cc1OC	-2.7	12.1	i	-0.3	22.9	-4.3	-0.4	2.7	8.5	3.3
COc1cccc(-c2ccc(SCC(=O)NC3CCCCC3)nn2)c1	-2.6	-1.8	i	-0.3	-4.5	0.8	0.4	-3.9	-1.9	0.1
CCCCN1C(=O)N(C)C2C1N(C)C(=O)N2CCCC (stereo not drawn)	0.0	0.9	i	-0.3	-6.7	-0.1	-0.6	-5.5	-2.7	0.4
COc1ccccc1C(=O)COC(=O)Cc1c[nH]c2ccccc12	-1.2	-2.3	i	0.1	-4.2	7.8	-3.4	-3.6	-2.6	2.1
Cc1ccc(S(=O)(=O)Nc2ccc3c(c2)C(=O)N([C@@H](C)CO)C[C@@H](C)[C@@H](CN(C)C(=O)NC2CCCCC2)OCCCC[C@H](C)O3)cc1	1.3	10.3	i	-1.7	/	5.0	-0.3	-3.1	5.1	-1.5
CCC1=Nc2cc(C(=O)NCCCN3CCOCC3)ccc2Sc2ccc(Br)cc21	2.6	-9.6	i	0.0	-6.9	4.1	-1.7	-7.9	5.6	0.3
CCCCN(C(=O)/C=C/c1ccc(OCC(C)C)c(OCC)c1)c1c(N)n(CCC)c(=O)[nH]c1=O	8.2	3.1	i	0.5	-8.0	-0.1	-26.6	0.6	1.1	2.4
COCCCn1c(SCC(=O)Nc2oc(C)c3c(C)n[nH]c(=O)c23)nc2ccccc2c1=O	-6.4	4.9	i	-0.3	-9.5	-9.1	-9.2	-1.6	-18.9	2.2
CCOc1ccc(CNC(=O)Cn2ccc3cc(S(=O)(=O)N4CCCCCC4)ccc32)cc1	2.7	4.3	i	0.5	-9.1	-4.8	2.5	-15.4	2.7	-1.1
Cc1cccc(OCC(=O)Nc2cccc(C(=O)Nc3ccccc3C(=O)O)c2)c1	-7.3	12.7	i	-0.9	-4.6	23.3	-0.5	-0.3	18.2	0.7
O=c1c2cc(Br)ccc2nc(-c2ccc([N+](=O)[O-])cc2)n1O	-8.2	0.6	i	0.0	-11.1	14.1	3.4	0.2	-16.1	6.1
Cc1ccc(C)c(-c2csc(NC(=O)c3cnccn3)n2)c1	11.2	-0.9	i	-0.9	-2.3	-1.5	0.2	0.6	-2.2	-1.8
COc1ccc(CCNC2CC(=O)N(CCc3ccccc3)C2=O)cc1OC (stereo not drawn)	-0.2	-1.5	i	-0.2	-10.8	10.5	-1.8	-4.8	-0.7	2.2
O=C(COc1cc(Cl)ccc1Cl)Nc1ccc2[nH]c(=O)[nH]c2c1	3.3	8.0	i	0.0	-5.8	-9.8	-0.5	7.6	4.7	4.1
CCc1cccc(CC)c1NC(=O)c1cccc(S(=O)(=O)N2CCN(C)CC2)c1	3.5	1.1	i	0.0	-5.5	0.7	0.7	-7.7	0.1	-2.8
CCOC(=O)c1c(-c2ccc(C)s2)csc1N	-4.0	-19.3	i	-0.5	1.2	26.8	3.0	5.0	0.3	1.7
O=C(Nc1ccc2c(c1)OCO2)N1CCN(c2cccc(C(F)(F)F)c2)CC1	3.5	-4.1	i	-1.7	-4.3	10.6	0.2	-7.4	0.6	3.5
CSc1nc2cc(C)nn2c(-c2ccccc2)c1C#N	1.3	-0.2	i	0.3	-1.9	3.1	-2.8	1.4	-8.3	-2.0
O=C(NNC1OC(CO)C(O)C(O)C1O)c1cccc(Br)c1 (stereo not drawn)	-4.7	6.2	i	-0.7	-19.1	-8.7	-0.5	-2.5	1.3	-3.3
C=CCN1C=C2C(=O)C(C)(OC(=O)CC)C(=O)C=C2C=C1CCCC (stereo not drawn)	-3.6	-7.7	i	-0.4	-3.0	22.8	1.4	-0.9	-11.2	-1.7
Nc1cccc(Oc2c(F)c(F)c(Oc3cccc(N)c3)c(F)c2F)c1	-0.6	-25.8	i	0.4	3.1	-4.5	4.3	3.1	6.6	-5.3
O=C(COc1ccccc1Cl)Nc1nnc(S(=O)(=O)N2CCCCCC2)s1	2.8	6.3	i	-0.8	6.6	-40.6	-0.3	9.7	10.1	3.4
CC(C)c1ccc(NC(=O)C(c2ccccc2)N2CC(=O)Nc3ccccc32)cc1 (stereo not drawn)	-3.4	6.1	i	-0.2	-7.4	0.0	2.9	3.6	0.9	-0.5
COc1ccc(-c2nn(-c3ccccc3)cc2C(N)=O)cc1OC	-4.3	-2.5	i	-0.2	1.2	18.3	-1.6	-4.8	-0.4	-3.3

More records:
SMILES	CSN deneddyl inh	DNMT1 block	Rpn11 block	Tb MetRS inh	Scp-1 inhibitor	PABP1 MLLE inh	LMPTP inh	NadD block	SUMO1 PPI mod	STEP block
O=C(Nc1cccc(S(=O)(=O)N2CCCC2)c1)c1ccc2ccccc2n1	5.1	-1.0	i	0.7	-11.6	10.6	1.1	-4.5	5.7	13.5
CC(C)N(c1ccccc1)c1ccc(NC(=S)NCCN(C)C)cc1	3.1	-1.7	i	-0.3	-4.1	-135.5	-2.2	1.2	-1.6	3.7
CCC1(c2ccccc2)NC(=O)N(CC(=O)N2CCc3ccccc32)C1=O (stereo not drawn)	-7.0	-1.7	i	-0.6	-6.1	-1.4	0.3	3.2	0.4	2.6
Cc1ccccc1-n1nc2c(c1NC(=O)C(C)C)CS(=O)(=O)C2	3.7	1.1	i	-0.2	-0.9	-3.5	-0.7	0.9	-2.2	-0.3
CCN1CCN(c2ccc(S(=O)(=O)N3CCCCC3)cc2NC(=O)Cc2c(F)cccc2Cl)CC1	-1.9	-1.2	i	-0.3	-4.8	-58.0	-0.6	-2.8	-4.3	-2.0
COc1cc(NC2c3ccccc3C(=O)N2Cc2ccccc2)cc(OC)c1OC (stereo not drawn)	2.3	-0.9	i	0.0	-4.3	-26.7	3.5	3.4	4.1	-0.2
O=C(CN(C(=O)CCC(=O)Nc1nccs1)c1ccc(F)cc1)NCC1CCCO1 (stereo not drawn)	-2.2	2.9	i	-0.3	27.1	-0.2	-3.2	-2.0	-1.6	-3.1
COc1cc(C(=O)NC(=S)Nc2nc(-c3ccc(F)cc3)cs2)cc(OC)c1OC	0.9	-2.5	i	-0.8	0.0	22.7	-3.1	-2.9	3.6	1.2
CCOc1ccc(S(=O)(=O)N2CCC(c3ccccc3)CC2)cc1C(=O)O	-1.0	-0.7	i	0.1	-0.3	5.0	-0.8	-1.4	-1.0	0.8
COCN(C#N)c1nc(OC)nc(OC)n1	1.6	3.2	i	-0.5	-1.1	4.6	-2.6	1.4	0.6	-3.0
CCOc1ccc(NC(=O)CN2C(=O)NC(CCc3ccccc3)C2=O)cc1OCC (stereo not drawn)	-2.0	0.4	i	-0.3	2.2	-1.8	-0.7	1.6	2.9	-3.2
CN(CCN1CCOCC1)Cc1nc(-c2cccs2)no1	-2.1	-7.7	i	-0.5	-3.0	9.0	-0.1	-3.4	5.0	-3.4
COc1ccc([N+](=O)[O-])cc1N(CC(=O)N1CCCCC1)S(C)(=O)=O	3.8	-1.5	i	0.1	-1.1	-12.5	-0.5	1.2	-5.7	1.7
CCCc1cc(=O)oc2cc(OCC(=O)Nc3ccc4c(c3)OCCO4)ccc12	-6.9	9.2	i	-0.3	0.7	5.2	0.0	13.0	0.1	-1.1
CCOC(=O)c1ccc(S(=O)(=O)N2CCC(C(=O)NCC3CCCCC3)CC2)cc1	-5.2	12.5	i	-0.2	3.6	4.8	-2.2	-1.2	1.7	-1.7
COc1ccc(C2C(C#N)=C(N)N(N(C)C)C3=C2C(=O)CCC3)cc1 (stereo not drawn)	2.9	0.7	i	0.4	-12.8	2.8	-2.5	-3.6	-5.1	-4.0
CCCCC(CC)C(=O)Nc1ccc(Cl)cn1 (stereo not drawn)	-3.7	-0.6	i	-0.8	0.4	7.3	-0.3	9.1	-0.9	1.2
CC(C)(C)C(=O)COC(=O)c1cc(-c2ccncc2)nc2ccccc12	1.6	19.0	i	0.0	1.4	-19.4	-0.2	0.5	-18.8	3.5
O=C(Nc1ccccn1)c1cccc(S(=O)(=O)N2CCOCC2)c1	-4.0	-0.6	i	-1.4	0.3	5.3	1.1	5.6	-3.0	-1.2
O=C(c1ccco1)N1N=C(c2ccc(Cl)cc2)CC1c1ccco1 (stereo not drawn)	0.1	0.9	i	0.1	-7.9	1.5	2.4	-1.1	-13.9	2.5
Cc1ccccc1OCC(=O)Nc1ccc(S(=O)(=O)Nc2onc(C)c2C)cc1	0.4	-0.8	i	-0.2	-3.8	-14.5	-0.8	-4.7	14.0	1.2
O=C(c1cccnc1)c1cccnc1	-3.9	9.1	i	-0.2	-1.0	0.7	0.6	2.0	0.2	-3.0
Cc1ccnc(NC(=O)Cn2c(=O)oc3cc(S(=O)(=O)N4CCCC4)ccc32)c1	0.3	0.0	i	-0.3	-6.6	-1.1	-0.7	2.9	9.4	0.7
